RSV CPE inhibition – RSV antiviral activity via CPE protection, HEp-2 cells, primary 10 µM value included (AID 2391) | HEp-2 cells, RSV-induced CPE inhibition; higher % means a stronger effect | one-dose CPE inhibition, % at 10 µM; IC50 in µM for titrated hits | hit rate 0.13% among 310,000; in the data active = a potency from the dose series; inconclusive = CPE inhibition mostly from about 23% at the one dose, without a potency; inactive = the rest, 99 in 100 with CPE inhibition below about 21%; also: strong numbers were not always called active
bCat nuc transl – beta-catenin nuclear translocation modulation; HeLa beta-catenin nuclear translocation, immunofluorescence imaging; nuclear translocation activity, % at 5 µM; hit rate 0.3% among 190,000; AID 1665;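 active = nuclear translocation activity above 50% at 5 µM, with a well cell count of 50 or more; inconclusive = wells under 50 cells across six images, flagged as toxic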;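 also: per-cell ratio of nuclear to cytoplasmic median beta-catenin stain intensity; plate controls were DMSO negative control for no effect and GSK-3 inhibitor IX positive control for full effect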
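assay system = human HeLa cells, endogenous beta-catenin | times = compound treatment 24 h, 37°C, 5% CO2 | detection = Anti-beta-catenin immunofluorescence on PFA-fixed, Triton-permeabilized cells, DAPI nuclei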
Myeloid diff MLP – myeloid differentiation induction | hit rate 1% among 360,000 | AID 624256 | calls only at 10 µM | ER-HoxA9 myeloid progenitors, lysozyme-GFP differentiation, flow cytometry;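 active = normalized GFP-positive differentiation at or above the plate's own cutoff, the solvent-only control mean plus 3 SD; inconclusive = no clear call, values can overlap the other calls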;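 also: cells exposed to compound for four days before flow analysis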
Rac1 GTP hydrolysis – MgcRacGAP GTPase-activating activity inhibitors, confirmation, biochemical, ADP Hunter fluorescence. hit rate 0.6% among 340,000. inhibition, % at 30 µM, or IC50 in µM where a hit was titrated. MgcRacGAP-stimulated Rac1 GTP hydrolysis, ADP Hunter fluorescence; higher % means a stronger effect; GST-tagged Rac1 F28L mutant substrate;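 active = first-screen hits whose inhibition reached a set limit at any dose in the follow-up dose series; inconclusive = inhibition above the set first-screen limit but never retested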;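 also: fluorescence reports GDP produced by GAP-driven GTP hydrolysis; strong numbers were not always called active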
T cell modulator – T cell immune modulators affecting CD8 T cell-vesicle binding; hit rate 0.068% among 330,000; AID 2052; calls only at 7 µM; 2C CD8+ T cell-vesicle binding, flow cytometry; hits give low values;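 active = response, share of CD8 T cells binding vesicles, and their 90th percentile fluorescence all below set limits, cut at about 80% in these data, passing the limit was not always enough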
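incubation = binding step 1.5 h, 37 °C, antibody labelling 20 min, ice | test system = 2C mouse CD8+ T cells | read-out basis = percent CD8+ FL2 mean versus row control | controls = Peptide-free naked vesicles (low) and QL9 vesicles with 0.7% DMSO vehicle (high) | detection = flow cytometry of vesicle-bound cells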
Large T inhibition – SV40 large T antigen inhibitors, biochemical (AID 1903); hit rate 0.39% among 310,000; one-dose inhibition, % at 20 µM; IC50 in µM for titrated hits; SV40 large T antigen ATPase/helicase inhibition assay; higher % means a stronger effect; in the data active = a potency from the dose series; inconclusive = inhibition mostly from about 32% at the one dose, without a potency; inactive = the rest, 99 in 100 with inhibition below about 32%; also: strong numbers were not always called active
WT yeast gro inh – growth inhibition of WT yeast, mitochondrial fusion screen; AID 1362; hit rate 2.1% among 190,000; mitochondrial fusion phenotypic screen, WT strain; inhibition, % at 10 µM; in the data active = inhibition above about 58%; tested in S. cerevisiae
Salmonella PhoP GFP – inhibitors of PhoP regulon expression, primary screen, Salmonella Typhimurium, GFP reporter (AID 1863). S. Typhimurium PhoP-regulated promoter GFP reporter, 4 h; higher % means a stronger effect. inhibition, % at 50 µM, or IC50 in µM where a hit was titrated. hit rate 0.16% among 300,000;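 active = inhibition over 29.93%, a cutoff 3 SD above the screen mean, later confirmed by dose response; inconclusive = inhibition over 29.93% but no dose response follow-up; inactive = inhibition at most 29.93% or unconfirmed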;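 also: 0% = low Mg2+ inducing control and 100% = high Mg2+ repressing control; strong numbers were not always called active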
West Nile antiviral – West Nile virus antiviral activity, cell-based, CPE readout (AID 1621); one-dose CPE inhibition, % at 10 µM; IC50 in µM for titrated hits; West Nile virus-infected cells, CPE inhibition; higher % means a stronger effect; hit rate 0.02% among 290,000; in the data active = a potency from the dose series; inconclusive = CPE inhibition mostly from about 3.7% at the one dose, without a potency; inactive = the rest, 99 in 100 with CPE inhibition below about 2.2%; also: strong numbers were not always called active
WT yeast gro inh mutant strain – recorded beside WT yeast gro inh, whose call it bears; inhibition, %; mitochondrial fusion phenotypic screen, mutant strain inhibition
bCat nuc transl cell count 5 µM – also measured in bCat nuc transl; calls as there; cell count; measured here: cell count, cytotoxicity flag
T cell modulator vesicle-bound % – further read-out of T cell modulator, marked with its call; double positive events, %; measured here: CD8+ vesicle-bound cell fraction;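 binding gate set so that unloaded-vesicle control wells show 10% double positive cells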
Myeloid diff MLP GFP+ MAC1+ % – second read-out of Myeloid diff MLP, no call of its own (marks repeat the call); GFP+ MAC1+ double positive, %; measured here: differentiation confirmed by MAC1 staining
Active calls of the source: *; i = inactive; ? = inconclusive; / = no result given.

SMILES	RSV CPE inhibition	bCat nuc transl	bCat nuc transl cell count 5 µM	Myeloid diff MLP	Myeloid diff MLP GFP+ MAC1+ %	Rac1 GTP hydrolysis	T cell modulator	T cell modulator vesicle-bound %	Large T inhibition	WT yeast gro inh	WT yeast gro inh mutant strain	Salmonella PhoP GFP	West Nile antiviral
CC(=O)Nc1nnc(CSCc2ccc(F)cc2)s1	/	0.1	1355	i	0.7	2.1%	i	12.9	7.6%	/	/	-6.8%	-0.1%
COc1cc(/C=C2/SC(=S)N(c3ccccc3)C2=O)ccc1Oc1nc(N2CCOCC2)nc(N2CCOCC2)n1	0.8%	-1.1	1086	i	1.7	-3.7%	i	55.4	11.9%	4.6	20.0	-3.9%	0.3%
C/C(=C\c1ccccc1)CN1CCC(C(=O)N2CCC(C)CC2)CC1	0.4%	-5.0	598	i	0.7	18.4%	i	35.7	16.4%	-1.0	0.1	3.8%	0.5%
COc1cc2c(cc1OC)CN(Cc1ccccc1)CC2	0.1%	/	/	i	0.5	11.2%	i	26.9	4.3%	/	/	-8.0%	-0.4%
CN(C)c1ccc(P(=O)(OCc2ccccc2)C(O)c2ccncc2)cc1 (centres undefined)	0.6%	-4.0	994	i	0.9	5.1%	i	17.9	8.4%	-29.9	-23.1	13.8%	/
COc1ccc(CC(=O)Nc2ccc(S(=O)(=O)N3CCN(C)CC3)cc2)cc1	0.6%	/	/	i	0.5	10.4%	i	34.9	/	/	/	/	/
CCN1CCN(CNC(=O)c2cnccn2)CC1	1.1%	0.7	1036	i	1.2	3.8%	i	16.9	15.3%	3.7	2.2	-1.9%	0.2%
COc1ccc(S(=O)(=O)N(C)CC(=O)Nc2cccc(C(C)=O)c2)cc1Cl	1.3%	/	/	i	0.7	5.0%	i	59.8	1.6%	2.3	-1.0	-10.4%	-0.6%
O=C1CCC([N+](=O)[O-])C(c2ccc(Cl)cc2Cl)N1 (centres undefined)	1.5%	/	/	i	0.9	4.2%	i	40.8	2.3%	10.5	12.4	1.7%	0.6%
CC(c1ccccc1)C1CC(=O)N(Cc2ccccc2)C1=O (centres undefined)	2.3%	0.6	1037	i	0.2	14.7%	i	54.0	/	-11.3	-4.4	/	-0.2%
O=C(NCc1ccccn1)c1cn(Cc2ccccc2)nn1	0.0%	-2.3	968	i	0.2	3.0%	i	39.8	13.1%	-29.3	-28.1	0.9%	-0.6%
CCC(=O)OCCCCCCOc1ccc(C(=O)O)cc1	2.1%	-4.9	1173	i	1.1	5.3%	i	25.7	-1.9%	-25.3	-24.0	12.0%	-0.2%
CC(=O)N(C(C)=O)c1ncc2c([nH]c3ccccc32)c1C#N	0.0%	/	/	i	1.9	9.9%	i	9.3	17.4%	5.2	1.8	2.2%	-0.8%
Cc1ccc(S(=O)(=O)N2CCCC2C(=O)O)s1 (centres undefined)	0.7%	2.9	963	i	1.1	-6.8%	i	44.1	1.9%	-3.1	3.6	3.9%	-0.2%
Cc1ccc2nnc(Cl)n2n1	0.8%	-2.4	1114	i	1.0	-4.1%	i	56.4	2.4%	-0.7	21.8	10.1%	/
CCc1noc(C)c1C(=O)NNC(=O)c1nn(CC)c(=O)c2ccccc12	-0.3%	/	/	i	0.8	-0.6%	i	44.2	11.1%	/	/	-5.9%	/
CC(=O)N1N=C(c2ccccc2)OC12CCCC2	0.5%	-0.6	1048	i	0.2	-2.5%	i	58.7	23.6%	2.2	11.6	3.9%	0.3%
CC(C)C(NC(=O)C(c1ccccc1)c1ccccc1)c1nc2ccccc2[nH]1 (centres undefined)	-0.6%	-0.7	1180	i	0.9	13.9%	i	5.4	-2.3%	2.0	6.5	10.0%	-0.1%
CC(=O)Nc1ccc(C(=O)OCc2ccc(Cl)cc2)cc1	63.3%	0.8	1319	i	0.5	15.6%	i	33.4	11.1%	-8.8	-4.6	0.2%	1.2%
CSc1ccccc1NC(=O)COC(=O)c1c[nH]c(=O)[nH]c1=O	-0.5%	0.9	1277	i	0.2	5.9%	i	55.6	3.9%	/	/	-5.2%	0.2%
Oc1cccc(NC(=S)Nc2ccccc2)c1	-0.1%	1.8	1309	i	0.8	7.8%	i	8.4	21.3%	/	/	-0.7%	0.3%
Cc1[nH]c2ccc(C(=O)N3CCN(c4ccccn4)CC3)cc2c1C	1.6%	/	/	i	0.3	7.2%	i	51.8	7.2%	/	/	0.9%	-0.2%
CCCN1CCC(NC(=O)Cc2ccccc2C)CC1	1.2%	/	/	i	0.5	3.4%	i	62.4	7.6%	/	/	-10.8%	0.4%
CCOc1cc(/C=C2\N=C3CCCCCN3C2=O)ccc1O	1.2%	-1.2	1092	i	0.5	39.9µM*	i	33.5	16.9µM*	4.3	5.7	6.1%	-0.1%
O=C(Nc1nc(-c2ccc(Cl)s2)cs1)c1ccncc1	3.9%	4.7	1237	i	5.1	7.0%	i	40.4	16.6%	2.4	-30.9	11.1%	-0.8%

Nothing new here: 2 of the compounds above.
SMILES	RSV CPE inhibition	bCat nuc transl	bCat nuc transl cell count 5 µM	Myeloid diff MLP	Myeloid diff MLP GFP+ MAC1+ %	Rac1 GTP hydrolysis	T cell modulator	T cell modulator vesicle-bound %	Large T inhibition	WT yeast gro inh	WT yeast gro inh mutant strain	Salmonella PhoP GFP	West Nile antiviral
CC(=O)N(C(C)=O)c1ncc2c([nH]c3ccccc32)c1C#N	0.0%	/	/	i	1.9	9.9%	i	9.3	17.4%	5.2	1.8	2.2%	-0.8%
Cc1ccc(S(=O)(=O)N2CCCC2C(=O)O)s1 (centres undefined)	0.7%	2.9	963	i	1.1	-6.8%	i	44.1	1.9%	-3.1	3.6	3.9%	-0.2%

(list continues)
SMILES	RSV CPE inhibition	bCat nuc transl	bCat nuc transl cell count 5 µM	Myeloid diff MLP	Myeloid diff MLP GFP+ MAC1+ %	Rac1 GTP hydrolysis	T cell modulator	T cell modulator vesicle-bound %	Large T inhibition	WT yeast gro inh	WT yeast gro inh mutant strain	Salmonella PhoP GFP	West Nile antiviral
CCOC(=O)CN1C(=O)C(Sc2n[nH]c(-c3ccc(O)cc3)n2)CCc2ccccc21 (centres undefined)	21.2%	-4.0	1145	i	1.1	20.8%	i	21.8	25.3%	-21.5	3.2	0.6%	0.5%
COc1ccc(-c2nc(C#N)c(NCc3cccnc3)o2)cc1OC	5.4%	-0.1	1403	i	0.7	6.5%	i	27.7	14.8%	-24.3	-4.2	8.4%	-0.1%
CCn1cc(C(=O)NCc2ccco2)c(=O)c2cc(S(=O)(=O)N3CCC(C)CC3)ccc21	?	-2.0	693	i	0.6	6.7%	i	17.2	21.2%	-0.8	-3.2	-9.3%	-0.3%
Cc1c(C(=O)NN2CCOCC2)cccc1[N+](=O)[O-]	3.2%	/	/	i	0.5	13.7%	i	30.8	11.9%	/	/	/	/
CCn1c(=O)c2c3c(sc2n2c(=S)[nH]nc12)CCC3	0.6%	/	/	i	1.6	26.4µM*	i	23.6	26.5%	-14.0	-0.2	16.0%	0.4%
COc1ccc(CCN2C(=O)CC(N3CCN(C/C=C/c4ccccc4)CC3)C2=O)cc1OC (centres undefined)	2.7%	0.5	1305	i	0.3	13.7%	i	22.0	13.7%	/	/	4.5%	-0.4%
COC(=O)c1ccc(COc2ccccc2/C=C(\C#N)C(=O)Nc2ccccc2C)cc1	1.2%	-2.2	1047	i	1.3	-0.8%	i	25.6	3.9%	4.6	8.3	25.0%	-0.3%
O=C(Nc1cccc(F)c1)c1cccnc1	3.3%	/	/	i	0.7	8.6%	i	62.8	9.4%	/	/	1.4%	-0.1%
CC(C)(C)C1CCC(=NNC(=O)CN(c2ccccc2)S(C)(=O)=O)CC1 (centres undefined)	1.8%	/	/	i	0.4	9.5%	i	17.6	8.0%	-7.4	-11.5	-2.6%	0.0%
OCC1(CCc2ccccc2)CCN(C/C=C/c2ccccc2)CC1	-0.1%	/	/	i	0.2	9.6%	i	54.3	4.0%	/	/	1.5%	-0.9%
O=C1CCCc2oc3c(cc(NS(=O)(=O)c4ccc5c6c(cccc46)C(=O)N5)c4ccccc43)c21	50.4%	2.1	1313	i	0.2	15.8%	i	10.4	16.3%	/	/	-3.9%	0.4%
N/C(=N\OS(=O)(=O)c1ccc2ccccc2c1)c1ccncc1	1.8%	-3.4	964	i	0.5	-1.1%	i	36.7	2.7%	1.9	-9.7	-8.8%	0.0%
O=S(=O)(NC1CCCCC1N1CCCCC1)c1ccc(Cl)cc1 (centres undefined)	1.1%	/	/	i	0.6	4.1%	i	35.7	12.8%	/	/	-1.4%	-1.0%
O=C(COC(=O)CCCOc1ccccc1)NC1CCS(=O)(=O)C1 (centres undefined)	-1.8%	/	/	i	0.5	8.9%	i	11.9	-3.0%	/	/	-1.1%	/
CC(C(=O)NCCC1=CCCCC1)N1C(=O)c2ccccc2C1=O (centres undefined)	-0.8%	/	/	i	1.7	3.2%	i	30.3	25.0%	6.3	29.0	-4.5%	0.0%
COc1cc(C(=S)N2CCOCC2)cc(OC)c1OC(=O)c1ccc(F)cc1	0.3%	/	/	i	1.1	4.6%	i	56.6	5.4%	/	/	-1.4%	-1.1%
O=C(COC(=O)c1cccs1)Nc1cc(S(=O)(=O)N2CCOCC2)ccc1Cl	0.6%	-0.8	1069	i	0.3	5.8%	i	36.9	-4.5%	-6.3	-11.9	-6.8%	0.2%
CCn1ccc(C(=O)Nc2ccc(S(=O)(=O)Nc3ccccc3OC)cc2)n1	0.3%	/	/	/	/	/	i	29.2	3.3%	-2.0	-0.7	-6.3%	-0.8%
COc1ccc(S(=O)(=O)N(C(=O)C(C)C)c2ccc3oc(=O)sc3c2)cc1	0.5%	-1.6	1024	i	11.0	12.8%	i	11.8	31.5%	14.1	30.9	-2.2%	0.1%
COc1cccc(-c2nc(-c3ccccc3)nc(N3CCN(C)CC3)c2C#N)c1	-1.6%	50.5*	716*	i	0.7	5.9%	i	58.6	4.3%	80.9*	71.6*	-13.2%	-0.9%
Cc1ccc2oc(=O)c3cnn(CC(=O)Nc4cc(-c5cccc(F)c5)no4)c3c2c1	7.8%	4.0	497	i	2.2	11.5%	i	22.5	-0.5%	1.1	-2.8	0.0%	0.0%
Cc1c(C(=O)O)oc2c1C(=O)CC(C)(C)C2	1.0%	-1.0	1604	i	0.4	1.6%	i	48.1	5.7%	-10.5	-5.4	8.7%	-0.3%

Screens deposited in PubChem by several laboratories.

An unsorted share of the library. Share with any hit: about 3.6%.
